Source: PubChem BioAssay
bCat nuc transl = alters nuclear translocation of beta-catenin in HeLa cells. immunofluorescence imaging. nuclear translocation activity, % at 5 µM. 0.3% of 190,000 active;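 active means nuclear translocation activity above 50% at 5 µM, with a well cell count of 50 or more; inconclusive means wells under 50 cells across six images, flagged as toxic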;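 further: per-cell ratio of nuclear to cytoplasmic median beta-catenin stain intensity; plate controls were DMSO negative control for no effect and GSK-3 inhibitor IX positive control for full effect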
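Test system: HeLa cells, endogenous beta-catenin; Compound: single 5 µM dose plus 0.02–20 µM confirmation series; Times: compound exposure 24 h at 37°C; Signal: fluorescence imaging of beta-catenin antibody stain plus DAPI; Read-out: % activation, nuclear-to-cytoplasmic median beta-catenin signal ratio per cell.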
ER stress rescue = protection against thapsigargin-triggered cell killing – 384-well, CSM14.1, ATP luminescence, primary screen (AID 1222); CSM14.1 thapsigargin-induced death rescue, ATP luminescence; higher % means a stronger effect; one-dose cellular ATP content (survival), % at 20 µM; EC50 in µM for titrated hits; 190,000 tested, under 10 active;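 active means EC50 below 50 µM in the dose-response confirmation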;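 further: death triggered by thapsigargin at about 15 µM added after 2 h compound pretreatment; cell ATP read after overnight thapsigargin exposure of roughly 18 to 22 hours; normalized against plate controls of thapsigargin alone and 5% DMSO vehicle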
Lipid droplet = hepatic lipid droplet formation modulation. AML12 mouse hepatocytes, oleate lipid droplets, BODIPY imaging. inhibition, % at 6.5 µM. 0.4% of 240,000 active. AID 1656;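 active means lipid droplet intensity inhibited by at least 50%, with more than 500 cells counted; inconclusive means wells with under 300 cells, treated as cytotoxic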
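Assay system: AML12 hepatocytes (mouse); Probe or stimulus: oleic acid at 100 µM to induce lipid droplet formation; Dosing: compound at 6.5 µM only; Schedule: compound with oleate, overnight; Detection: fluorescence imaging, 20x objective, two fields per well; Measure: % inhibition of lipid droplet signal.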
Dynein cargo inh = dynein cargo transport inhibition | 3617.4 mouse cells, GR-EGFP nuclear translocation imaging; test concentration mostly 20 µM; stimulated with dexamethasone, 1 µM; active compounds read low | z-score, hits read low | 0.47% of 220,000 active | AID 1381;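 active means plate z-score of nuclear minus cytoplasmic receptor signal below a set negative limit, without overly bright fluorescence or cell loss, cut at about -3.5 in these data, passing the limit was not always enough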;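 further: z-score of nuclear minus cytoplasmic ring GR-EGFP intensity difference per well; some compounds called inactive have numbers as strong as hits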
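medium = tetracycline-free induction medium containing charcoal-stripped FBS | also added = 1.0 µM final dexamethasone stimulus | schedule = 48 h induction, 1 h compound, 30 min dex at 37 °C | technique = fixed, Hoechst-stained cells imaged at 10x for EGFP | measure = GR-EGFP nuclear translocation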
Autophagy mod = alters autophagy in cells | MEF GFP-LC3 puncta imaging; test concentration mostly 10 µM | 0.98% of 190,000 active | calls only at 10 µM (by protocol);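 active means percentage of spot-positive cells more than 3 SD above its plate mean, without a fluorescence outlier flag or 80% toxicity; inconclusive means no clear call, values can overlap the other calls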;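 further: spot-positive cell cutoff set from DMSO-treated cells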
Ins promoter up = MIN6 insulin promoter up-regulation. AID 1625. MIN6 insulin promoter-GFP reporter, high-content imaging; active compounds read high. 0.3% of 190,000 active. z-score at 5 µM;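 active means z-score above 3 at 5 µM with at least 500 cells counted in the well; inconclusive means wells under 500 cells, flagged as cytotoxic or low count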
MT stabilizer = microtubule stabilizers in HeLa cells | % tubulin-high responders, % at 10 µM | AID 2205 | 0.83% of 200,000 active | HeLa tubulin immunostaining HCS, 24 h; share of cells brighter than vehicle mean+2SD;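 active means plate Z-score above 3 for both tubulin-high and condensed-nucleus cell shares, with cell loss under 80%, at 10 µM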;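 further: anti alpha tubulin signal scored within the nucleus-defined area of each cell; some results filed as inactive read as strong as hits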
WT yeast gro inh = growth inhibition of WT yeast, mitochondrial fusion screen; mitochondrial fusion phenotypic screen, WT strain; inhibition, % at 10 µM; 2.1% of 190,000 active; AID 1362; in the data active means inhibition above about 58%; tested in S. cerevisiae
XIAP antagonists = small molecules displacing peptide from XIAP – biochemical, IAP family, fluorescence polarization (AID 1018); XIAP BIR domain, fluorescence polarization peptide displacement; higher % means a stronger effect; 0.007% of 200,000 active; one-dose displacement, % at 20 µM; IC50 in µM for titrated hits; in the data active means displacement above about 50%; further: a part of the inactive calls stands beside numbers as strong as those of hits
WT yeast gro inh mutant strain = recorded beside WT yeast gro inh, whose call it bears; inhibition, %; mitochondrial fusion phenotypic screen, mutant strain inhibition
Dynein cargo inh cytoplasmic EGFP = further read-out of Dynein cargo inh, marked with its call; z-score; measured here: cytoplasmic GR-EGFP intensity; active compounds read high
Dynein cargo inh nuclear GR-EGFP = recorded beside Dynein cargo inh, whose call it bears; z-score; measured here: nuclear GR-EGFP intensity;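 lower value marks the stronger effect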
Dynein cargo inh cell count = recorded beside Dynein cargo inh, whose call it bears; z-score; measured here: cell count per field
Ins promoter up cell count = also measured in Ins promoter up; calls as there; cell count; measured here: cytotoxicity, nuclei count;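 total cells summed across four imaged fields per well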
Lipid droplet cells 6.5 µM = also measured in Lipid droplet; calls as there; cell count; measured here: cell count, cytotoxicity flag;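 cells counted across two imaged fields per well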
bCat nuc transl cell count 5 µM = second read-out of bCat nuc transl, no call of its own (marks repeat the call); cell count; measured here: cell count, cytotoxicity flag
MT stabilizer Hoechst-high % = recorded beside MT stabilizer, whose call it bears; % Hoechst-high responders; measured here: nuclear condensation Hoechst responders;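 share of cells brighter than vehicle mean plus two SD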
MT stabilizer cytotoxicity % = second read-out of MT stabilizer, no call of its own (marks repeat the call); toxicity, %; measured here: cytotoxicity by cell density;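 0% = mean cell density of plate MIN control wells and 100% = no cells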
Autophagy mod cell loss 18 h = further read-out of Autophagy mod, marked with its call; toxicity, %; measured here: cell loss, nuclei count;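 cell loss after 18 h compound exposure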
Active calls of the source: *; i = inactive; ? = inconclusive; . = no result given.

SMILES,bCat nuc transl,bCat nuc transl cell count 5 µM,ER stress rescue,Lipid droplet,Lipid droplet cells 6.5 µM,Dynein cargo inh,Dynein cargo inh cytoplasmic EGFP,Dynein cargo inh nuclear GR-EGFP,Dynein cargo inh cell count,Autophagy mod,Autophagy mod cell loss 18 h,Ins promoter up,Ins promoter up cell count,MT stabilizer,MT stabilizer Hoechst-high %,MT stabilizer cytotoxicity %,WT yeast gro inh,WT yeast gro inh mutant strain,XIAP antagonists
CCCCNC(=O)OCCSCCS(=O)(=O)c1ccc(Cl)cc1,0.4,1343,.,-6,715,0.013,-0.17,-0.27,0.51,.,.,0.71,1402,.,.,.,.,.,.
CS(=O)(=O)N1CCC(C(=O)N2CCN(c3ccccc3F)CC2)CC1,3.0,568,-1.2%,-2,708,1.8,-0.36,0.36,-1.2,i,-10,.,.,4.7,2.8,1.5,0,-3,-13%
Cc1cc(C)n2nc(-c3sccc3-n3cccc3)cc2n1,2.4,1158,-0.5%,.,.,0.41,-0.18,0.021,-0.5,i,1,-0.38,1606,3.0,1.1,0.5,11,22,0.1%
CCOC(=O)CSc1nc2ccccc2n1CC(=O)N(C(C)C)C(C)C,0.5,1444,-0.8%,.,.,-0.79,-0.21,-0.23,0.62,i,11,1.2,1405,2.6,1.8,5.4,4,-5,-5.2%
CCn1c(SCC(=O)Nc2ccc(NC(=O)c3cccs3)cc2)nnc1-c1cccnc1,-2.9,988,2.1%,.,.,-0.32,-0.2,-0.04,0.64,i,0,0.03,1359,2.1,1.4,9.2,-14,-20,-6.8%
COc1ccc(C2(CNC(=O)Cc3ccc(OC)c(OC)c3)CCOCC2)cc1,-1.5,1432,-1.0%,.,.,-0.024,0.07,-0.6,-1.9,i,0,-1.1,1459,2.7,1.6,1.6,12,-1,-4.7%
CCOc1ccc(C(=O)NC2CCN(C(=S)Nc3ccccc3C)CC2)cc1,-0.1,1580,3.3%,0,625,0.038,-0.23,0.29,-0.55,i,3,-1.6,1452,3.5,1.3,12,-6,-23,-2.1%
Cc1sc(N)c(C(=O)c2ccccc2)c1C,0.8,1547,5.1%,0,616,-0.74,-0.19,-1,0.092,i,-2,0.33,1473,1.8,2.6,4.4,-8,-8,2.5%
COc1ccc(OCC(=O)N/N=C/c2ccc(OC)c(OC)c2C(=O)O)cc1,-0.3,1053,-0.7%,22,654,-0.52,-0.066,0.12,1.3,i,-10,-0.16,1501,1.8,3.2,10,-8,-13,-1.9%
O=C(COC(=O)c1cccs1)Nc1cccc(S(=O)(=O)N2CCOCC2)c1,-0.9,1117,-0.5%,-1,631,-0.38,-0.26,0.092,0.31,i,-14,-0.53,1518,3.3,2.9,5.4,5,11,-9.0%
O=C(CSc1nc2ccccc2[nH]1)Nc1ccc(F)cc1,.,.,-0.5%,.,.,-0.62,-0.28,-0.37,0.8,i,9,0.58,1018,2.7,2.7,4.0,-8,-15,2.3%
CCn1cc(CNC(=O)CCc2nnc(CCC3CCCCC3)o2)cn1,-0.3,1535,1.0%,0,679,1.1,-0.18,0.98,-1.2,i,8,.,.,1.0,1.2,5.0,10,2,-3.4%
COc1cccc(C(=O)N2CCSC2=S)c1,-5.9,1214,-3.4%,4,810,-1.4,-0.25,-0.68,0.95,i,18,-0.08,1225,4.7,2.8,6.6,6,2,-2.0%
O=C(Cc1ccccc1)Nc1nnc(-c2cccc([N+](=O)[O-])c2)s1,-0.3,982,-0.8%,7,694,0.69,-0.24,0.28,-0.07,i,3,0.96,1535,6.4,3.2,7.5,-2,-10,-6.2%
O=C(CSc1nnc(-c2cccnc2)n1Cc1ccccc1)N1CCOCC1,-0.8,1174,-1.9%,.,.,-0.36,-0.18,-0.18,0.35,i,3,0.77,1311,1.7,1.2,8.3,.,.,-0.4%
O=S1(=O)CC(O)C(Nc2ccccc2)C1 (stereo not drawn),-1.0,1018,1.9%,3,556,-0.72,-0.4,-0.22,1.1,i,-10,0.08,1933,2.6,2.2,6.9,-10,-1,-5.5%
O=C(Cn1c(=O)oc2ccccc21)Nc1nc(-c2ccc(Br)cc2)cs1,1.3,899,-2.4%,2,659,1.4,-0.15,0.89,-0.88,i,5,1.8,1164,2.4,2.3,8.7,-2,-10,-6.2%
CCn1c(CNc2ccccc2Cl)nnc1SCC(=O)NCc1ccccc1,3.8,1394,-0.9%,.,.,1.3,-0.24,1,-0.33,i,41,-0.01,1298,3.1,3.8,15,3,5,-4.3%
COc1ccc(OCc2nnc(SCC(N)=O)n2N)cc1,-7.2,1254,-4.2%,2,678,0.089,0.69,0.53,-1.1,i,-7,-0.59,907,2.1,1.1,4.0,-12,-1,-6.6%
CC(C)(C)C(=O)NC(=S)Nc1ccc(Cl)c(C(=O)O)c1,-0.3,903,0.2%,18,703,0.22,-0.3,0.81,-0.52,i,7,1.6,1297,5.7,3.1,8.2,4,2,-0.3%

Remaining list, next part
SMILES,bCat nuc transl,bCat nuc transl cell count 5 µM,ER stress rescue,Lipid droplet,Lipid droplet cells 6.5 µM,Dynein cargo inh,Dynein cargo inh cytoplasmic EGFP,Dynein cargo inh nuclear GR-EGFP,Dynein cargo inh cell count,Autophagy mod,Autophagy mod cell loss 18 h,Ins promoter up,Ins promoter up cell count,MT stabilizer,MT stabilizer Hoechst-high %,MT stabilizer cytotoxicity %,WT yeast gro inh,WT yeast gro inh mutant strain,XIAP antagonists
COc1ccc(S(=O)(=O)N2CCOC2CNC(=O)C(=O)NCCc2ccc(OC)c(OC)c2)cc1C (stereo not drawn),1.1,982,-0.2%,?,.,-0.38,-0.22,-0.55,0.21,i,2,-0.34,1282,8.6,2.3,5.8,-11,-6,-1.7%
O=C(c1cccs1)N1CCN(S(=O)(=O)c2ccc(F)cc2)CC1,0.9,1569,0.5%,11,722,-0.43,-0.22,-0.25,0.27,i,-23,0.62,1497,3.0,2.7,7.9,5,-11,15%
Cc1ccc(C)c(SCC(=O)NC(=O)Nc2ccc3c(c2)OCCO3)c1,1.1,921,7.7%,16,677,-0.49,-0.1,0.47,0.33,i,-46,.,.,3.9,3.1,1.1,1,-16,-0.3%
O=C(Nc1ncnc2sc3c(c12)CCCCC3)c1ccc(F)cc1,.,.,-0.9%,25,836,0.87,-0.36,0.38,0.48,i,-10,-0.4,876,1.5,1.1,4.1,38,18,-2.5%
CCN(CC)c1ccc(C2C3CCCCC3(O)CCN2CC(=O)N2CCCCC2)cc1 (stereo not drawn),-0.8,1131,-0.3%,.,.,-0.11,-0.17,-0.12,-0.33,i,-2,-0.02,1158,3.0,1.5,7.0,13,1,-5.3%
C/C(=N\NC(=O)c1c(C)nc2ccccn12)c1cccc([N+](=O)[O-])c1,-2.0,1148,-0.3%,5,628,0.56,-0.28,0.69,0.47,i,10,0.04,1260,4.5,1.3,5.4,-8,-5,-9.8%
COc1ccc(C(c2nnnn2C2CCCCC2)N2CCN(C)CC2)c(OC)c1 (stereo not drawn),0.8,1502,-1.1%,17,682,-0.49,2.4,0.029,-0.095,i,4,0.63,1669,4.3,2.0,3.0,5,-3,-0.4%
CCc1ccc(Nc2ncc3c(n2)CC(C)(C)CC3=O)cc1,0.2,1327,.,-8,736,-0.83,-0.26,-0.34,0.87,.,.,-0.52,1080,.,.,.,.,.,.
Cc1ccn2c(=O)nc(SCc3cccc(C(F)(F)F)c3)nc2c1,.,.,0.4%,-10,652,-0.75,-0.1,-0.37,0.95,i,-2,-0.6,1255,1.8,1.8,4.4,5,-1,-1.6%

One compound at a time (already shown).
C/C(=N\NC(=O)c1c(C)nc2ccccn12)c1cccc([N+](=O)[O-])c1 in the list: bCat nuc transl = -2.0; bCat nuc transl cell count 5 µM = 1148; ER stress rescue = -0.3%; Lipid droplet = 5; Lipid droplet cells 6.5 µM = 628; Dynein cargo inh = 0.56; Dynein cargo inh cytoplasmic EGFP = -0.28; Dynein cargo inh nuclear GR-EGFP = 0.69; Dynein cargo inh cell count = 0.47; Autophagy mod = i; Autophagy mod cell loss 18 h = 10; Ins promoter up = 0.04; Ins promoter up cell count = 1260; MT stabilizer = 4.5; MT stabilizer Hoechst-high % = 1.3; MT stabilizer cytotoxicity % = 5.4; WT yeast gro inh = -8; WT yeast gro inh mutant strain = -5; XIAP antagonists = -9.8%
COc1ccc(S(=O)(=O)N2CCOC2CNC(=O)C(=O)NCCc2ccc(OC)c(OC)c2)cc1C (stereo not drawn) in the list: bCat nuc transl = 1.1; bCat nuc transl cell count 5 µM = 982; ER stress rescue = -0.2%; Lipid droplet = ?; Lipid droplet cells 6.5 µM = .; Dynein cargo inh = -0.38; Dynein cargo inh cytoplasmic EGFP = -0.22; Dynein cargo inh nuclear GR-EGFP = -0.55; Dynein cargo inh cell count = 0.21; Autophagy mod = i; Autophagy mod cell loss 18 h = 2; Ins promoter up = -0.34; Ins promoter up cell count = 1282; MT stabilizer = 8.6; MT stabilizer Hoechst-high % = 2.3; MT stabilizer cytotoxicity % = 5.8; WT yeast gro inh = -11; WT yeast gro inh mutant strain = -6; XIAP antagonists = -1.7%
